ABCB6 inh MLPCN: blocks the human ABCB6 transporter | Q9NP58 | K562-ABCB6 porphyrin accumulation, flow cytometry, 1 h; hits give low values | fluorescence ratio to DMSO, % at 10 µM | hit rate 0.19% among 360,000;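 active = fluorescence ratio to DMSO below 75%, the collection mean minus 3 SD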;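 note: signal is porphyrin accumulated inside mitochondria; 100% equals median channel fluorescence of DMSO control wells; lower ratio means ABCB6 inhibition with less porphyrin fluorescence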
m5-HT2A agonist: activates the mouse 5-HT2A serotonin receptor | CHO-K1 mHTR2A beta-arrestin complementation, luminescence; percent of 30 µM serotonin response | activation, % at 7.6 µM | hit rate 0.66% among 360,000 | AID 624169;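 active = activation above a run cutoff, the mean activation of all tested compounds plus 3 SD, cut at about 14% in these data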;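 note: 0% = plate median of compound wells and 100% = 30 µM serotonin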
Target sequence (P35363 whole entry, looked up): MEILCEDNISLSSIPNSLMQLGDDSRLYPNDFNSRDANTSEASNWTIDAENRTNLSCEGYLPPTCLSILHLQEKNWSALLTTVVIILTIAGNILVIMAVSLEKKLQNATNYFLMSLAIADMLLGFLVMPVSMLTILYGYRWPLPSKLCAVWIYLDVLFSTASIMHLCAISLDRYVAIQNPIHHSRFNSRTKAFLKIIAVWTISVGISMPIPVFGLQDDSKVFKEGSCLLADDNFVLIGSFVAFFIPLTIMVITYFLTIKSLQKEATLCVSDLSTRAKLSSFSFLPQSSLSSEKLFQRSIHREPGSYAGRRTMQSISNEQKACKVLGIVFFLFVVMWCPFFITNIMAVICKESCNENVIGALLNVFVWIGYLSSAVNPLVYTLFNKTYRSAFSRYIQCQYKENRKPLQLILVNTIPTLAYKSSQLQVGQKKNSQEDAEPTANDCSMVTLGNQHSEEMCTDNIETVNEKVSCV
hiPSC survival: hiPSC single-cell survival enhancement. ATPlite luminescence; 100% = ROCK inhibitor wells, 0% = DMSO. survival enhancement, % at 20 µM. hit rate 0.044% among 360,000. AID 602274; in the data active = survival enhancement above about 18%;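 note: cells exposed to compounds for 16 hours before the ATP read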
Cardio protect: modulators protecting cardiomyocytes from myocardial damage. protection from H2O2 cell death, % at 20 µM. hit rate 0.63% among 360,000. AID 588492. H9c2 cardiomyocytes, H2O2 injury protection, ATPLite, 2 h;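 active = compounds giving at least 50% protection of heart cells from peroxide-induced death in the single-dose screen, raw or plate-pattern-corrected value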;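 note: 0% = DMSO wells with peroxide and 100% = DMSO wells without peroxide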
MC4R antag cAMP: blocks human MC4R cAMP signaling; P32245; MC4R-expressing cells, MTII-stimulated cAMP, LANCE TR-FRET; inhibition, % at 6.5 µM; hit rate 0.48% among 360,000; AID 540295;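 active = inhibition above its plate's cutoff, the mean of tested wells on that plate plus 3 SD, cut at about 29% in these data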;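 note: 0% = Melanotan II alone and 100% = Melanotan II plus saturating MCL0020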
Target sequence (P32245 whole entry, looked up): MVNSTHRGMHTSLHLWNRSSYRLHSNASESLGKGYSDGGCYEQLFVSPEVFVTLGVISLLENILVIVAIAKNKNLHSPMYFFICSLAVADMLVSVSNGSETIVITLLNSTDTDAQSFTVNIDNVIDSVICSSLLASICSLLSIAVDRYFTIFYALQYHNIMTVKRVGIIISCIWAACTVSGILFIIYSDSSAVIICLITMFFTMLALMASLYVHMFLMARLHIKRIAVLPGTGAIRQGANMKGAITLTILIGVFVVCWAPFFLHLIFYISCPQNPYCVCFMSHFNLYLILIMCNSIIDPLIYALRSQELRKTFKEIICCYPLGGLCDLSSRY
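System: U2OS cells stably expressing human melanocortin 4 receptor (MC4R). Reagent: Melanotan II challenge after compound preincubation. Doses: 6.5 µM. Times: 30-min compound, 1-h challenge, 1-h detection, room temperature. Measured by: TR-FRET with Eu-cAMP and labeled anti-cAMP, 671 nm. Replicates: singlicate.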
aDG glyco up: increases alpha dystroglycan glycosylation; hit rate 0.22% among 360,000; Pro5-aDG cells, alpha-DG glycosylation AlphaScreen (IIH6); 0% Pro5, 100% B10-LARGE cell signal; activation, % at 10 µM;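 active = activation of at least 8% versus controls, or a plate z-score of at least 8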;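 note: Pro5 are CHO cells carrying HIG-tagged alpha-DG that lacks glycosylation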
Exocytosis inh: blocks lytic granule exocytosis; TALL-104 LAMP-1 surface exposure, flow cytometry; cells stimulated with thapsigargin and PMA; inhibition, % at 10 µM; hit rate 0.66% among 360,000; AID 651702;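 active = inhibition above about 55%, limit read from the data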
ABHD5-PLIN5 inh: blocks binding of human ABHD5 to perilipin-5; Q00G26+Q8WTS1; Split G. princeps luciferase complementation, luminescence, 4 h; inhibition, % at 4 µM; hit rate 0.78% among 360,000;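 active = inhibition above the mean inhibition across every tested compound plus 3 SD, cut at about 22% in these data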;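 note: 0% = DMSO only wells and the 100% control is not disclosed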
N-glyco inh: blocks N-linked glycosylation in D54 reporter cells; D54 ERlucT glycosylation luciferase reporter, 24 h; percent of 100 nM tunicamycin response; reporter increase, % at 12.5 µM; hit rate 0.23% among 360,000; AID 588692;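 active = mean luciferase reporter signal, scaled so untreated is 0 and the glycosylation-blocking control 100, at or above a set limit in every replicate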;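 note: luciferase carries N-glycosylation sites so blocking glycosylation raises the light; 0% = median of neutral control wells and 100% = median of 100 nM tunicamycin wells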
MC4R barr agon: agonists of human melanocortin 4 receptor (MC4R) beta-arrestin; U2OS MC4R beta-arrestin complementation, luminescence; percent of melanotan II response, DMSO zero; activation, % at 8.9 µM; hit rate 0.98% among 360,000;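 active = activation above a per-plate cutoff, the mean activation of sample wells on that plate plus 3 SD, cut at about 8% in these data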
An asterisk follows results filed as active; · = no result given.

SMILES	ABCB6 inh MLPCN	m5-HT2A agonist	hiPSC survival	Cardio protect	MC4R antag cAMP	aDG glyco up	Exocytosis inh	ABHD5-PLIN5 inh	N-glyco inh	MC4R barr agon
NS(=O)(=O)c1ccc(NC(=O)Cc2c(F)cccc2Cl)cc1	104	7	0.3	5	-2	-0.2	-1	7	-1	-5.3
CCC(=O)N1c2ccccc2NC2=C(C(=O)CC(C)(C)C2)C1c1ccc(O)c(OC)c1 (stereo not drawn)	98	-2	-0.1	4	-1	-0.2	16	4	1	-2.1
O=C(Nc1ccc(F)c(Cl)c1)c1cc(C2CCCN(S(=O)(=O)c3ccccc3)C2)on1 (stereo not drawn)	99	-6	-3.5	-7	13	0.2	0	0	-7	3.2
COc1cccc2sc(N)nc12	99	1	-2.9	0	2	0.0	-5	9	2	0.3
CC(C)c1nc(SCC(=O)N2c3ccccc3CC2C)c2ccccc2n1 (stereo not drawn)	91	-2	-0.9	-5	0	0.6	3	-4	1	-0.4
COc1cccc(/C=N/Nc2ccnc(=O)[nH]2)c1O	97	-15	0.0	24	-11	1.3	0	8	-5	-0.1
CC(=O)CCC(=O)NC1CCCc2c1cnn2-c1ccc(C(C)(C)C)cc1 (stereo not drawn)	96	3	0.3	-14	6	0.0	0	-3	-1	-0.6
Cc1ccc(Cl)cc1N1CCN(C(=O)CSc2ccsc2[N+](=O)[O-])CC1	98	0	0.8	-3	4	0.2	-2	-2	-2	1.4
Cc1cccc([C@@H]2[C@@H]3C(=O)N(Cc4ccccc4)C(=O)[C@@H]3[C@]3(CC(C)C)C(=O)N(c4cccc(Cl)c4)C(=O)N23)c1	95	2	-2.2	-7	13	0.7	-4	-2	10	0.5
CC(=O)CCc1ccc(Oc2nc(-c3cccnc3)nc3ccccc23)cc1	97	-1	2.0	55*	7	0.7	-5	9	-5	-2.2
Cc1ccc(OCCSc2nc3ccccc3n2CCC(=O)O)cc1	96	-5	-0.6	1	4	-0.3	12	4	2	-0.9
CCOC(=O)c1ccccc1NC(=O)CSc1nnc(Cc2cccn2C)n1-c1ccc(F)cc1	65*	5	-1.9	4	6	0.3	8	4	-2	-0.9
CCn1c(Cc2ccccc2)nnc1SCC(=O)Nc1ccccc1	97	1	-2.6	-4	1	0.1	-1	9	-1	0.6
CCC(=O)NC(=S)Nc1ccc(NC(=O)c2ccco2)c(OC)c1	103	2	-0.8	4	24	-0.3	-3	6	-1	0.7
CCCCc1c(Cc2cccc(F)c2)ncn1CCc1ccccc1OC	131	-6	-0.1	·	·	0.4	14	-5	·	·
CN(CCO)C(=O)C(c1ccccc1)c1ccccc1	97	-1	0.6	5	9	-0.1	-5	4	-1	-3.0
COc1ccc(-c2nnc(-c3ccccc3O)o2)cc1	102	7	-0.7	-2	4	-0.1	-3	-7	-11	3.7
O=C(COC(=O)c1ccc2[nH]c3c(c2c1)CCCC3)NC1CCS(=O)(=O)C1 (stereo not drawn)	96	-3	0.5	4	3	-0.3	-2	6	0	-0.5
Cc1cccc(NC(=O)CSCc2cc(=O)n3ccsc3n2)c1C	99	14	0.0	3	-1	0.8	-1	6	-4	2.5
COC(=O)c1cc2occc2n1Cc1nc(-c2ccccc2F)oc1C	98	-1	0.7	-8	9	0.0	-2	3	-2	-1.7
CC1(C)CC(=O)C(C(O)c2cccc([N+](=O)[O-])c2)C(C)(C)N1 (stereo not drawn)	93	4	-0.3	-3	1	-0.1	6	3	1	-1.4
CC1=C[C@@H](C)[C@@H](c2ccc(C(F)(F)F)cc2)OC1=O	95	-1	0.7	2	4	0.0	-15	1	24	0.4
CC(C)c1ccc(S(=O)(=O)N2CCN(C(=O)CCc3nc4ccccc4c(=O)[nH]3)CC2)cc1	94	-1	-0.2	44	-3	0.8	9	-2	-2	-0.8
CSCCOC(=O)C1=C(C)Nc2ccc(C)cc2S1	94	3	-4.0	4	0	-0.3	-3	-17	0	-3.2
CCOCCCN(C(=O)Cn1nnc(-c2ccc(OC)c(OC)c2)n1)C(C(=O)NCC1CCCO1)c1ccc(F)cc1 (stereo not drawn)	103	-5	0.3	0	27	0.2	8	-10	-3	-1.6
COc1ccc(C(=O)N/N=C/c2ccc(SC)cc2)cc1	96	0	0.8	-3	9	0.0	-4	3	-1	0.6
O=C(CSc1nnnn1C1CCCC1)N1CCN(C(=O)c2ccco2)CC1	101	-2	0.1	3	8	0.1	3	0	1	-1.2
COc1cc2c(cc1OC)C(c1ccc(Br)cc1)NC(=O)C2 (stereo not drawn)	100	3	-0.6	6	-2	-0.1	-6	0	-2	0.4
O=C(N/N=C/c1ccc([N+](=O)[O-])cc1)c1c[nH]c2ccccc12	101	-8	0.9	20	4	1.1	-1	3	0	-0.3
O=C(Nc1ccc[n+](CC(=O)c2cccc3ccccc23)c1)c1ccccc1	101	-1	-2.9	-9	-4	0.1	1	24*	-1	0.9
O=C(O)CCCC(=O)N1CCN(c2nc(-c3ccccc3)c3ccccc3n2)CC1	100	-3	-0.4	-11	9	0.0	-2	6	4	0.5
CC(C)C[C@H]1CN(CCCC[C@@H]2CNC(=O)C(=O)N2Cc2ccccc2)C(=O)C(=O)N1Cc1ccccc1	95	-2	-0.4	·	·	-0.2	-4	-2	·	·
Cc1cc(NC(=O)c2ccc(F)cc2)n(C)n1	93	14	0.1	2	2	0.2	14	-2	0	-1.8
COc1ccc(-c2cc(-c3cc(F)ccc3O)[nH]n2)cc1OC	93	-4	-1.3	-12	10	0.0	21	1	8	0.1
C[C@@H]1CN([C@H](C)CO)C(=O)CCCn2nncc2CO[C@@H]1CN(C)C(=O)NC1CCCCC1	100	-1	2.9	2	3	-0.1	-2	-1	1	-1.4
O=C(N/N=C/c1ccc(N2CCOCC2)o1)c1cccc([N+](=O)[O-])c1	98	7	0.9	1	-14	0.0	21	4	0	-0.1
COc1ccc(/C=C2\CCc3ccccc3C2=O)cc1CN1CCOCC1	95	-9	0.7	0	7	0.0	2	5	-7	-1.2
CCn1cc(/C=N\NC(=O)c2ccc(Cl)cc2)cn1	94	-4	-0.8	1	10	-0.2	7	2	1	0.9
COc1ccc(NC(=S)NCc2ccccc2Cl)c(OC)c1	98	-2	-0.2	-3	-2	0.3	13	3	-2	1.5
O=C(c1ccco1)N1CCN(S(=O)(=O)c2ccccc2)CC1	100	2	0.3	-1	21	0.0	0	0	-1	0.5
Fc1ccc2c(c1)C(c1cccnc1)=NNC(c1cccs1)=N2	105	-1	-2.4	0	1	0.0	-2	3	4	-1.3
O=C(NCc1ccc(F)cc1)c1cc(C2CCCCN2C(=O)c2ccccc2)on1 (stereo not drawn)	99	-7	1.0	1	4	0.2	-2	-7	-2	-1.1
CCOC(=O)C/C(C)=N/NC(=O)COc1ccccc1C	145	-2	-1.6	-1	10	-0.3	6	-4	2	-2.1
COC(=O)c1ccc(NC(=O)C(OC)c2ccccc2)cc1 (stereo not drawn)	96	-3	-0.6	2	2	-0.2	8	11	-1	2.4
Cc1cccc(Nc2nnc(SCc3cc(=O)n4cc(C)ccc4n3)s2)c1	98	-4	0.2	4	9	-0.2	8	-6	-3	-2.0

Fetched by compound from the entries so far, two records:
SMILES	ABCB6 inh MLPCN	m5-HT2A agonist	hiPSC survival	Cardio protect	MC4R antag cAMP	aDG glyco up	Exocytosis inh	ABHD5-PLIN5 inh	N-glyco inh	MC4R barr agon
O=C(O)CCCC(=O)N1CCN(c2nc(-c3ccccc3)c3ccccc3n2)CC1	100	-3	-0.4	-11	9	0.0	-2	6	4	0.5
COc1ccc(/C=C2\CCc3ccccc3C2=O)cc1CN1CCOCC1	95	-9	0.7	0	7	0.0	2	5	-7	-1.2

Following part:
SMILES	ABCB6 inh MLPCN	m5-HT2A agonist	hiPSC survival	Cardio protect	MC4R antag cAMP	aDG glyco up	Exocytosis inh	ABHD5-PLIN5 inh	N-glyco inh	MC4R barr agon
CC(Sc1nncs1)C(=O)NCC(=O)Nc1ccc(F)c(F)c1F (stereo not drawn)	98	0	-0.2	3	15	-0.2	1	2	-1	-2.7
N#CC1(c2ccccc2)CCN(S(=O)(=O)c2ccc(OC(F)(F)F)cc2)CC1	105	1	-0.6	-9	5	0.3	0	-3	-3	-0.4
CC(C)Cn1c(N)c(C(=O)COC(=O)COc2cccc(C(F)(F)F)c2)c(=O)n(C)c1=O	95	3	0.0	-16	15	0.4	2	0	1	-1.1
COc1ccc(CNC(=O)CCC(=O)n2ncc3cc(C)ccc32)cc1	97	4	-0.3	2	-3	-0.2	-6	-2	2	-0.9
CCCCOC(=O)c1ccc(-c2ccc(/C=N/NC(=S)NCC)o2)cc1	96	7	-1.7	-11	11	0.4	0	0	-3	-0.2
CC(=O)c1ccc(N=Nc2ccc(N(C)C)cc2)cc1	101	-5	-3.3	-5	0	0.0	3	1	-20	1.1
CN(C)S(=O)(=O)c1ccc(C(=O)N2CCN(S(=O)(=O)c3cccs3)CC2)cc1	98	-2	-0.4	3	3	0.1	-4	-3	1	-2.7
CC(C)C(=O)C1=Cc2cccc([N+](=O)[O-])c2OC1N1CCOCC1 (stereo not drawn)	99	-16	-3.0	-4	1	0.9	2	3	4	-1.4
CN(CC(=O)Nc1ccc(F)c(F)c1F)C(=O)C1CC(=O)N(C2CCCC2)C1 (stereo not drawn)	98	6	1.9	-3	12	0.1	16	1	0	-2.6
COP(=O)(OC)C(Nc1cc(Cl)cc(Cl)c1)c1cccc(O)c1 (stereo not drawn)	87	4	-1.1	0	6	0.1	-3	9	3	-3.2
CN(C(=O)c1ccccn1)c1nnc(-c2cnccn2)s1	91	-1	-0.2	5	4	-0.2	2	-1	0	-0.3
Cc1cccc(NC(=S)NN(Cc2ccccc2)c2ccccc2)c1C	91	-7	-3.6	-12	-1	0.9	-1	-5	-1	-0.8
Cc1cccc(NC(=O)Cn2cnc3c(oc4ccccc43)c2=O)c1C	102	1	-0.4	-6	3	-0.1	-1	-2	4	2.0
COC(=O)CCC(=O)Nc1cccc2ccccc12	92	-1	0.5	-7	5	-0.2	1	0	1	0.8
Oc1cccc(CCc2ccccn2)c1	93	-2	-0.6	1	-2	0.2	2	1	0	-1.6
CSc1ccc(CCNC(=O)c2cccc3c2C(=O)N(C2CCCCC2)C3)cc1	99	-6	0.0	-3	12	-0.1	-2	11	-9	-2.9
COc1ccc(/C=N/N2CCOCC2)cc1COc1ccc(F)cc1	95	-2	2.6	-7	11	-0.1	0	-9	-3	2.3
CC[n+]1c(C)cc2c(sc3ccccc32)c1C	97	6	-1.8	-1	1	-0.2	0	3	0	-5.1
O=C(CSCc1ccc([N+](=O)[O-])cc1)Nc1ccccc1C(=O)O	100	1	-0.3	8	-4	-0.2	1	2	-1	-2.1
CCCCCCCCC(=O)Nc1cc(C)ccc1OC	93	0	-2.2	-14	-1	0.0	-1	-4	0	1.1
Cc1ccc2c(c1)CCCN2C(=O)c1cc(C)c(C)s1	96	4	0.2	-11	-5	0.2	3	-3	-2	0.3
Cc1ccc(NC(=O)c2c(C(F)(F)F)nn(C)c2Cl)cc1C	97	5	0.0	-2	-2	-0.1	-2	-2	3	-2.1

Screening data deposited in PubChem by several laboratories.
